SSB-PriA inh: K. pneumoniae PriA-SSBct interaction inhibition | AlphaScreen SSBct-PriA binding, biotinylated peptide | inhibition, % at 33 µM | actives 0.6% (n = 430,000); in the data active means inhibition mostly above about 37%, no sharp cut-off; inactive means mostly below about 20%;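 further: plate controls were negative control peptide for no effect and reference peptide for full effect; strong numbers were not always called active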
Starred values were filed as active, the others as inactive; + = active, no number; & = joins results of further samples.

SMILES	SSB-PriA inh
COc1ccc(CCNS(=O)(=O)c2ccc(F)c(C(=O)Nc3ccc(Cl)cc3C(F)(F)F)c2)cc1OC	-6.0
COc1cc(C=NNC(=O)C2CCN(CC(O)COCc3ccccc3)CC2)ccc1O (configuration not stated)	-1.9
COc1ccc(OC)c(S(=O)(=O)NCCCn2nc(-c3cccs3)ccc2=O)c1	5.0
O=C(CN1CCC(Cn2cnc3ccccc32)CC1)N1CCC(Cc2ccccc2)CC1	0.0
O=C(NN=Cc1ccncc1)c1cc2ccccc2cc1O	-6.6
CC1(C)Cc2cccc(OCC(=O)N3CCCC(Cc4nc(C5CC5)no4)C3)c2O1 (configuration not stated)	-10.0
O=S(=O)(c1cccs1)N(Cc1ccsc1)Cc1ccccn1	-14.0
Cc1cc(N)n(C(C)C)n1	-13.0
CC(C)(C)n1nc2c(c1NC(=O)C(=O)NCc1ccccc1Cl)CS(=O)(=O)C2	1.0
O=C(NC(c1ccccc1)c1ccccc1)N[C@H]1CC(=O)N(c2ccc3c(c2)OCCO3)C1	-11.0
CCS(=O)(=O)N1CC(c2nc(-c3ccsc3)no2)C1	-9.0
NS(=O)(=O)c1ccc(CNC(=O)c2coc(NC(=O)Cc3cccs3)n2)cc1	2.0
COc1ccc(C=NNC(=O)c2cccs2)c2ccccc12	-13.1
O=C(CCC(=O)c1ccccc1)NCC#CCOc1cccc(C(F)(F)F)c1	-32.0
O=C(c1ccsc1)N1C2C=CCC1CC2 (configuration not stated)	-13.0
CN(c1ccccc1)S(=O)(=O)c1ccc(C(=O)Nc2nc3c(s2)COc2ccccc2-3)cc1	-3.0
O=C(CCc1ccccc1)N1Cc2cncnc2C1	-7.0
Cc1noc(C)c1S(=O)(=O)N1CCC(Cn2c(COc3ccccc3)nc3ccccc32)CC1	-18.0
COC(=O)c1ccc(C(=O)N2CCN(c3cc(C(F)(F)F)nc(C)n3)CC2)cc1	-1.0
O=C(C1CCCCC1)N(Cc1cccnc1)c1nc2c(F)cccc2s1	-8.0
COc1ccc2c(c1)CCN(C(=O)Cn1nnc3ccccc3c1=O)C2	-4.0
CC(CC(=O)Nc1cc(C)ccn1)=NNC(=O)c1cccc(F)c1	-2.5
O=C(CSc1cccc2cccnc12)NN=Cc1ccc(O)cc1	0.7
CN(C)C=Nc1nc2nccc(-c3cccc(Cl)c3)n2n1	3.3
Cn1ccc(C(=O)Nc2nc(-c3ccc4c(c3)OCCO4)cs2)n1	12.0
Cc1nn(C)c(C)c1S(=O)(=O)N1CCC(N2CCC(O)C2)CC1 (configuration not stated)	-16.0
CC(=NNC(=O)c1nc(C)cc(C)n1)c1ccccc1	-0.7
Cc1ccc(S(=O)(=O)N2CCCC2CNC(=O)c2cccs2)cc1 (configuration not stated)	-2.0
N#Cc1cccnc1OC1CCN(C(=O)CSCc2ccccc2)CC1	-2.0
CC(=O)Nc1sc(NN=Cc2ccccc2)nc1-c1cccs1	-1.4
Oc1oc(-c2cccc3ccccc23)nc1C=Nc1nccs1	-13.0
CS(=O)(=O)N1CC(C(=O)N2CCN(c3cccc(C(F)(F)F)c3)CC2)C1	-10.0
Cc1ccc(/C=C2/SC(=S)N(NC(=O)c3cccnc3)C2=O)o1	-21.0
CCc1ccc(NC(=O)CSc2ccc(-c3ccc(Br)cc3)nn2)cc1	8.0
COc1ccc(C2=NN(C(=O)CSc3ccc(Cl)cc3)[C@H](c3cccc(OC)c3OC)C2)cc1	-10.0
CC1=NNC(=O)C1CC(=O)O (configuration not stated)	1.0
COc1ccc(C)cc1S(=O)(=O)N1CCN(c2ccc(Nc3cccnc3)nn2)CC1	-19.0
CC(=O)c1ccc(C(=O)N(CCn2cccn2)c2nc3c(C)cc(C)cc3s2)cc1	-5.0
CCOc1ccc2ncc(C#N)c(N3CCC(C(=O)N4CCc5ccccc5C4)CC3)c2c1	-12.0
Cn1ccc(C(=O)Nc2nc(-c3ccc(-c4ccccc4)cc3)cs2)n1	5.0
CCOc1ccc2ccccc2c1C(=O)N1CCC(c2nn(C)c(=O)n2C2CC2)CC1	-4.0
COc1cc(OC)cc(C(=O)Nc2nc3c(SC)cccc3s2)c1	1.0
Cc1csc(NC(=O)NC2CC(=O)N(c3ccc(F)cc3)C2)n1 (configuration not stated)	-21.0
CCOC(=O)c1ccsc1NC(=O)c1ccccc1F	9.0
COCCCNC(=O)CC(=O)NN=Cc1ccc(SC)cc1	-5.1
Cc1ccc(OC2CCN(C(=O)c3cc(-c4ccccc4)on3)CC2)nn1	8.0
O=C(NN=Cc1ccc2c(c1)OCO2)c1cncc(Br)c1	1.7
Cc1cccc(C(N)=NOC(=O)CCC2CCCCC2)c1	-62.7
Cc1cc(C(=O)NCC#CCOc2cccc(C(F)(F)F)c2)no1	-24.0
COc1ccc(C(O)=C2C(=O)C(=O)N(Cc3cccnc3)C2c2ccncc2)cc1F (configuration not stated)	-8.6
CC(=O)c1ccc(NC(=O)Cn2nnc3ccccc32)cc1	-8.0
O=c1c2scc(-c3cccc(F)c3)c2ncn1Cc1ccccn1	-8.0
Cc1cc(NC(=O)c2ccc(S(=O)(=O)N3CCCC3)cc2)n(-c2nc(C)c(C)c(=O)[nH]2)n1	-4.0
CS(=O)(=O)N1CCC(C(=O)Nc2ccccc2Oc2ccccc2)CC1	-28.0
CC[C@@H](C(=O)N1CCN(c2ncnc3c2nnn3Cc2ccccc2)CC1)c1ccccc1	7.0
O=C(CC12CC3CC(C1)CC(c1ccccc1)(C3)C2)NC1=NCCS1	4.0
Cc1ccc(-n2c(Cc3cccn3C)nnc2SCC(=O)Nc2ccccc2)cc1	42.0
COc1ccc(C(C)=NNC(=O)CNC(=O)/C=C\c2ccco2)cc1	3.6
C/C(C=NN1CCN(Cc2ccccc2)CC1)=C\c1ccccc1	8.0
CC(O)(CCc1ccccc1)CNC(=O)C1CCC1 (configuration not stated)	6.0
Next section
SMILES	SSB-PriA inh
COc1ccc(OC)c(NC(=Nc2nc(C)cc(C)n2)NC(C)=O)c1	-0.4
CC(C)C(=O)NNC(=O)c1ccc(=O)n(Cc2ccccc2)c1	-17.0
CCC(C)(C)[C@H]1CCc2oc3ccc(NS(=O)(=O)c4cccs4)cc3c2C1	-14.0
COc1cc2c(cc1OC)C(COc1ccc([N+](=O)[O-])cc1)N(C(=S)Nc1ccccc1C)CC2 (configuration not stated)	6.0
Cc1cc(C)c2sc(N3CCN(C(=O)CCCS(=O)(=O)c4ccccc4)CC3)nc2c1	-4.0
CCOc1cc(S(=O)(=O)NC[C@H]2CCCO2)ccc1Cl	-11.0
O=C(NC[C@@H](c1ccsc1)N1CCc2ccccc2C1)C(=O)Nc1ccc(OC(F)(F)F)cc1	-4.0
Nc1nonc1-n1nnc(C(=O)NN=Cc2c[nH]c3ccccc23)c1-c1ccccc1	-9.7
COc1ccc(N(CC(=O)NN=Cc2ccc3c(c2)OCO3)S(=O)(=O)c2ccc(NC(C)=O)cc2)cc1	-2.2
C[n+]1noc(N=C([O-])C(F)(F)F)c1-c1ccccc1	-4.0
Cc1cc(C)c(NC(=O)CN2C(=O)CCC2=O)c(C)c1	5.0
Cc1c(Cl)cccc1NC(=O)Cn1nc(-c2ccco2)c2sc(N3CCCCC3)nc2c1=O	-5.0
O=C(NC(=S)Nc1ccc(O)c(-c2nc3ccccc3s2)c1)c1ccc(C(=O)c2ccccc2)cc1	5.0
C(=NNc1nc2ccccc2s1)c1ccc2c(c1)OCO2	-4.4
Cc1ccc(-c2csc3c(=O)n(C)c(SCC(=O)Nc4ccc(F)cc4Cl)nc23)cc1	-18.0
Cc1ccccc1-c1nc(C)c(CNC(=O)c2ccccc2C(F)(F)F)s1	-5.0
CCn1nc(C(=O)N=c2sc3cccc(Cl)c3n2C)cc1C	-9.0
O=S(=O)(Cc1cc(F)ccc1F)N1CCCC(Oc2cnccn2)C1 (configuration not stated)	-2.0
O=C(NCC1(CO)CC1)c1ccc(OC(F)(F)F)cc1	13.0
O=C(Nc1nnc(C2CCCO2)o1)c1cc2ccccc2o1 (configuration not stated)	21.0
CN(C)c1ccc(/C=C2\SC(=NCC(=O)O)NC2=O)cc1	3.0
CN(C)C(CNS(=O)(=O)c1ccc(N2CCCCS2(=O)=O)cc1)c1cn(C)c2ccccc12 (configuration not stated)	4.0
O=C(NCCn1ncc2c(=O)n(Cc3ccc(Br)cc3)cnc21)c1ccc(Br)o1	2.0
CSc1ccccc1NC(=O)Cc1csc(NC(=O)c2ccccc2)n1	-1.0
Cc1cc(C(O)CCNC(=O)C2CC=CCC2)c(C)o1 (configuration not stated)	8.0
CC1CCc2c(sc3nc(SCC(=O)Nc4ccc(Cl)cc4)n(-c4ccccc4)c(=O)c23)C1 (configuration not stated)	-3.0
COc1ccc(C(N)=NOC(=O)c2ccc(C)c([N+](=O)[O-])c2)cc1OC	-23.3
COC(=O)c1ccc(NC(=O)Cn2cc(-c3nnc(-c4ccco4)o3)c3ccccc32)cc1	-2.0&0.0
CC(O)(CNS(=O)(=O)Cc1noc2ccccc12)c1cc2ccccc2o1 (configuration not stated)	-8.0
Cc1cc(C)nc(Nc2cccc(O)c2)n1	-14.0
O=S(=O)(Nc1ccc(-n2ccnc2)nc1)c1ccc2c(c1)CCCC2	-17.0
COc1ccc(CCNC(=O)NCC#CCN2CCOCC2)cc1	-12.0
NC(=S)N/N=C(\c1ccccc1)c1ccccn1	+
CN(c1ccccc1)S(=O)(=O)c1ccsc1-c1nc(-c2cccc(Br)c2)no1	-14.0
Cc1ccc(C)c(-c2cc(C(=O)N3CCSCC3)[nH]n2)c1	-23.0
CCCOc1ccc(C=NNC(=O)c2ccc(Cn3cc([N+](=O)[O-])cn3)o2)cc1	3.4
O=C1CSC(=NN=C2CCCC2)N1	-9.7
Cc1cc(NC(=O)CSc2nnc(C)c3cnn(-c4ccc(F)cc4)c23)no1	-11.0&-7.0
O=C(CN1CCN(S(=O)(=O)c2ccc(Br)cc2)CC1)NN=Cc1ccc(Br)s1	-3.8
O=C(NN=C/C=C/c1ccccc1)c1ccccc1Br	-3.0

A second format for part of the listing above.
Molecule | SSB-PriA inh
O=S(=O)(Cc1cc(F)ccc1F)N1CCCC(Oc2cnccn2)C1 (configuration not stated) | -2.0
COc1ccc(N(CC(=O)NN=Cc2ccc3c(c2)OCO3)S(=O)(=O)c2ccc(NC(C)=O)cc2)cc1 | -2.2
COc1ccc(C(C)=NNC(=O)CNC(=O)/C=C\c2ccco2)cc1 | 3.6
O=C(CCc1ccccc1)N1Cc2cncnc2C1 | -7.0
Cn1ccc(C(=O)Nc2nc(-c3ccc(-c4ccccc4)cc3)cs2)n1 | 5.0
C[n+]1noc(N=C([O-])C(F)(F)F)c1-c1ccccc1 | -4.0
Cc1cccc(C(N)=NOC(=O)CCC2CCCCC2)c1 | -62.7

Returning to the listing with the 3 entries that preceded the break.
SMILES	SSB-PriA inh
Cc1cc(NC(=O)CSc2nnc(C)c3cnn(-c4ccc(F)cc4)c23)no1	-11.0&-7.0
O=C(CN1CCN(S(=O)(=O)c2ccc(Br)cc2)CC1)NN=Cc1ccc(Br)s1	-3.8
O=C(NN=C/C=C/c1ccccc1)c1ccccc1Br	-3.0
COC(CC(=O)O)c1nc2ccccc2s1 (configuration not stated)	-14.0&9.0
COc1ccc(OCC(=O)NN=Cc2cccc3cccnc23)cc1	30.7
O=C(NCc1cccs1)N1CCC(Oc2cnccn2)CC1	-9.0
CC(=O)Nc1ccc(S(=O)(=O)Nc2ccc3c(c2)N(C(=O)C2CC2)CC3)cc1	-2.0
COC1CCN(C2CCN(C(=O)COc3ccccc3F)CC2)CC1	-10.0
CN(C)c1ccc(C=NNC(=O)CNC(=O)c2ccco2)cc1	-2.6
C[N+](C)(C)CC(=O)N/N=C\c1c2ccccc2cc2ccccc12	-9.0
O=c1cc(-c2ccccc2)nc2c(-c3ccccc3)c[nH]n12	-52.0&6.0
Cc1ccc(Cl)cc1N1CCN(C(=O)C2CSCCC(=O)N2)CC1 (configuration not stated)	9.0
O=C(CSc1ccc2ccccc2n1)N1CCOCC1	-4.0
CCN1C(=O)C(C)(C)COc2ccc(NC(=O)c3ccc(Br)cc3)cc21	22.0
COc1ccccc1C(=O)N1CCN(c2nc3ccccc3s2)CC1	5.0
O=C(COc1cccc(C(F)(F)F)c1)NCCn1nc(-c2cccnc2)ccc1=O	-8.0
CCOC(=O)c1ccc2nc(NC(=O)c3cc(-c4ccc(OCC)cc4)on3)sc2c1	-17.0
Cc1noc(C)c1CN1CCN(C(=O)c2cnc3ccccc3n2)CC1	-11.0
OC(COc1cccc(Oc2ccccc2)c1)CN1CCN(c2ccc(F)cc2)CC1 (configuration not stated)	0.0
O=C(Cc1cccs1)N(Cc1cnc2ccccn12)c1ccccc1	-2.0
O=C(Cc1ccc2c(c1)OCO2)N(Cc1ccccc1)c1nc2ccc(Cl)cc2s1	-20.0
CCCn1c(=NC(=O)c2ccc(S(=O)(=O)N3CC(C)OC(C)C3)cc2)sc2cc(OC)ccc21 (configuration not stated)	4.0
CN(N=Cc1ccc(O)cc1O)c1nc(-c2ccccc2)cc(-c2ccccc2)n1	21.1
COc1ccc2nc(-c3ccc(C)c(NC(=O)COc4ccccc4)c3)cn2n1	-4.0
CCOC(=O)N1CCN(C(=O)CSc2nc(=O)[nH]c3c2CCCC3)CC1	-25.0&-5.0
Cc1cc(NC(=O)CSCc2ccccc2)n(-c2nc(-c3ccccc3)cs2)n1	6.0
Cn1cccc(C(=O)NCCn2ccc(C(F)(F)F)n2)c1=O	-8.0
Cc1ccccc1NC(=O)CN1C(=O)COc2ccccc2C1=O	-33.0
COc1ccc(S(=O)(=O)NCC2CCN(Cc3ccccc3)CC2)c(C)c1	-15.0
CCOC(=O)Cc1csc(NC(=O)CSc2nc(C)nc3sc4c(c23)CCC4)n1	17.0
CCOc1cc(C(=O)Nc2ccc3c(c2)CC(=O)N3C)cc(OCC)c1OCC	1.0
O=C(Cc1ccc(Cl)cc1)NCCOc1ccc2nnc(-c3cccc(F)c3)n2n1	-9.0
COc1cc2nc(NC(=O)/C=C/c3ccccc3Cl)sc2cc1OC	-8.0
COc1ccc(C(O)P(=O)(OC2CC(C)CCC2C(C)C)c2ccc(N(C)C)cc2)c(OC)c1 (configuration not stated)	2.0
Cc1cc(C(=O)Nc2nc(C(=O)NCc3cccnc3)co2)no1	-9.0

Assay outcomes deposited in PubChem BioAssay by Small Molecule Screening Facility, UW Madison.

The list is partial; rates above refer to the full screens.
